FAS TE block – blocks the thioesterase domain of human fatty acid synthase; P49327; recombinant FAS-TE, OMFH fluorogenic substrate, fluorescence endpoint; inhibition, % at 15 µM; 360,000 tested, 0.67% active; AID 602261;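 active means compounds whose normalised, plate-corrected inhibition of enzyme fluorescence in the single-dose primary screen is 50% or more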;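 further: 0% = DMSO with enzyme and 100% = substrate without enzyme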
Target sequence (P49327 whole entry, looked up, the tested form may be a part): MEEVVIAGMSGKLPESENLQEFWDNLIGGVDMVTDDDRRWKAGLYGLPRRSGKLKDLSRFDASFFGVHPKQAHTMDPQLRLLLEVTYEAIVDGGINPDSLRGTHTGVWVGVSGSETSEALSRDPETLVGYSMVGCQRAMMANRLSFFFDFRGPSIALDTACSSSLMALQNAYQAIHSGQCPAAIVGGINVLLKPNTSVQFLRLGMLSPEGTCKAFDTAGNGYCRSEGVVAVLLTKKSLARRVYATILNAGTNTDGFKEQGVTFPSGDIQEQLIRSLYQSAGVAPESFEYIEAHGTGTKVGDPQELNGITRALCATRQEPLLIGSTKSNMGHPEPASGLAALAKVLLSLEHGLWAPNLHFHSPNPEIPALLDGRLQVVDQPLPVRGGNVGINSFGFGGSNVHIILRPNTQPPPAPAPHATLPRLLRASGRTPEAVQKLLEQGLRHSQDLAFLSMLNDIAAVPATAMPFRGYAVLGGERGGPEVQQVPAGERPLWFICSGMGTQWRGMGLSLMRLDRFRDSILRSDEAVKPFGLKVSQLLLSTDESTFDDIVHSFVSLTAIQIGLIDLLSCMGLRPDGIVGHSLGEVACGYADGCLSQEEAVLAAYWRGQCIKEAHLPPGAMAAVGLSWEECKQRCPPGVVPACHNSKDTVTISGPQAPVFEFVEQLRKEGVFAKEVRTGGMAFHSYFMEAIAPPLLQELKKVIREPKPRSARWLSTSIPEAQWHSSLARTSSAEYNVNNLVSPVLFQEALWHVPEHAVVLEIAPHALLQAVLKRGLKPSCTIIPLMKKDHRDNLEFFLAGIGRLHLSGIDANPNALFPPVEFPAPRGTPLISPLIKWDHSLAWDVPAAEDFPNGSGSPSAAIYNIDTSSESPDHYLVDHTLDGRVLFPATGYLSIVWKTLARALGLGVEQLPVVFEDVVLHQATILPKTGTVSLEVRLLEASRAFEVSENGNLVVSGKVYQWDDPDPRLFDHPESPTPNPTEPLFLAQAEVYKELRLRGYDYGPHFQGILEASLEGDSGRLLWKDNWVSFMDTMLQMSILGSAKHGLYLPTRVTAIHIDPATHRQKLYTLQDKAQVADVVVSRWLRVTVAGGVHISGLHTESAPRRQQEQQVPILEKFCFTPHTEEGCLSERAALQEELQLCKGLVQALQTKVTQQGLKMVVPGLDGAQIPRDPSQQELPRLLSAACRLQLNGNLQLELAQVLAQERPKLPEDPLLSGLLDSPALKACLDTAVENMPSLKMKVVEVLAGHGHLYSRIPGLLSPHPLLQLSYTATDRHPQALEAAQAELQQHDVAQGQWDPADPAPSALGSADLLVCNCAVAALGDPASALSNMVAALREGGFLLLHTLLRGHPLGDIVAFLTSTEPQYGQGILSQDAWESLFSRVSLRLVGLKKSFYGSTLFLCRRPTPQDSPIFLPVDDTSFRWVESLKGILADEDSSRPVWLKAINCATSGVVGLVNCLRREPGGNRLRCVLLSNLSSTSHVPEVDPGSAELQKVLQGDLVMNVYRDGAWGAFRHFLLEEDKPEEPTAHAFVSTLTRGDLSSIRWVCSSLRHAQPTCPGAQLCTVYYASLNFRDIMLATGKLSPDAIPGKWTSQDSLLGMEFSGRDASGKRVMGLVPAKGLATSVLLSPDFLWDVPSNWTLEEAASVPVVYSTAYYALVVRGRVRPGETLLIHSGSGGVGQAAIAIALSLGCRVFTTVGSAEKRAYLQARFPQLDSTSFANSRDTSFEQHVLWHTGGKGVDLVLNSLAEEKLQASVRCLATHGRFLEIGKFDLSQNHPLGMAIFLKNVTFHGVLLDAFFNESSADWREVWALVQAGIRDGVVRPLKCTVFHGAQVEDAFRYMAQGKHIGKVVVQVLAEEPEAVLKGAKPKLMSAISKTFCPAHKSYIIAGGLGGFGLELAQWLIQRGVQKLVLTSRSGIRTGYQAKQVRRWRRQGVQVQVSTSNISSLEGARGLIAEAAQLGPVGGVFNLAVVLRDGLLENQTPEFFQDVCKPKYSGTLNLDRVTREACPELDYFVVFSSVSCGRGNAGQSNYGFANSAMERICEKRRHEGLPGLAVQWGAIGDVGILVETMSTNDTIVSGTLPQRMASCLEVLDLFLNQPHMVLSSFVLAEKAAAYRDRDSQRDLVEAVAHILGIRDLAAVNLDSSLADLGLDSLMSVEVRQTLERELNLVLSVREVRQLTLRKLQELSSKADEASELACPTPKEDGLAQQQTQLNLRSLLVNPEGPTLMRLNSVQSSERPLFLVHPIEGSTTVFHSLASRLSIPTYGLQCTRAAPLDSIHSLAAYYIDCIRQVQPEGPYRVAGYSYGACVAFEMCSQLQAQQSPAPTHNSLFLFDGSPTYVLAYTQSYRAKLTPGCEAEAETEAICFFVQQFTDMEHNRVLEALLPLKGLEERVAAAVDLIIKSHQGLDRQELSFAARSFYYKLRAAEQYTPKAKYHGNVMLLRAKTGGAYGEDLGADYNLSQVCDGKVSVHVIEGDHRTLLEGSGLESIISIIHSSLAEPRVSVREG
CSN inh – blocks human CSN-mediated cullin deneddylation; Q92905; Purified CSN, SCF-Nedd8-OG deneddylation, fluorescence polarization; inhibition, % at 12.5 µM; 360,000 tested, 0.38% active;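 active means pattern-corrected inhibition above about 35%, with an unprinted fluorescence ratio check between 0.5 and 1.5, limit read from the data, passing the limit was not always enough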;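 further: 0% = enzyme with substrate and 100% = substrate without enzyme; some results filed as inactive read as strong as hits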
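assay system = purified human Csn5 enzyme expressed in HEK293T cells | amount = 0.24 nM enzyme | buffer or medium = Tris/NaCl/DTT buffer, pH 7.5 | reagent = 10 nM SCFSkp2-Nedd8OG | compound = one concentration, 12.5 µM, 0.25% DMSO | times = 90 min reaction at room temperature | signal = FP | read-out basis = % inhibition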
eLon inh – inhibitors of E. coli Lon protease | P0A9M0 | 360,000 tested, 0.42% active | inhibition, % at 7.94 µM | AID 602123 | purified E. coli Lon protease, fluorescence polarization; in the data active means inhibition above about 13%, passing the limit was not always enough;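 further: 0% = enzyme with probe and DMSO and 100% = no enzyme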
Neddylation inh – blocks human cullin neddylation; 360,000 tested, 0.58% active; AID 651699; P61081+Q13564; calls only at 25 µM; TR-FRET cullin neddylation, biochemical; in the data active means inhibition above about 36%
MLLE-PAM2 inh – inhibitors of microRNA-mediated deadenylation, human PABP1 MLLE binding; P11940; GST-MLLE / FITC-PAM2 fluorescence polarization; inhibition, % at 20 µM; 360,000 tested, 0.36% active; in the data active means inhibition above about 35%, passing the limit was not always enough;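 further: plate controls were DMSO wells with GST-MLLE for no effect and wells lacking GST-MLLE protein for full effect; some results filed as inactive read as strong as hits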
MsrA inhibitor – inhibitors of bovine MsrA; purified bovine MsrA, absorbance read-out; inhibition, % at 15.5 µM; 360,000 tested, 0.75% active; AID 651718; in the data active means inhibition above about 4.5%;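 further: 0% = vehicle wells with enzyme and 100% = reference inhibitor wells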
Rin1 Abl inh – inhibitors of human Rin1-Abl protein interaction. P00519+Q13671. inhibition, % at 7.35 µM. 360,000 tested, 0.4% active. AID 588664. TR-FRET Rin1/Abl binding, biochemical; in the data active means inhibition above about 5%, passing the limit was not always enough
TbMetRS inhib – blocks T. brucei methionyl-tRNA synthetase activity; 360,000 tested, 0.4% active; purified T. brucei MetRS, ATP depletion, Kinase-Glo luminescence; inhibition, % at 11.9 µM;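 active means inhibition above a per-plate cutoff of the control wells' mean inhibition plus 3 SD, cut at about 5.5% in these data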;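 further: 0% = DMSO wells median and 100% = median of wells with control inhibitor compound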
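Dosing: 11.9 µM single point; system: parasite MetRS enzyme; technique: luminescence of leftover ATP; times: 15 min enzyme-compound preincubation, 2 h reaction, 10 min detection, 25 °C; replicates: each compound tested once; read-out basis: percent inhibition relative to median high and low control wells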
MsrA act – activators of bovine methionine sulfoxide reductase A; AID 602163; purified bovine MsrA, absorbance read-out; activation, % at 10.6 µM; 360,000 tested, 0.3% active; in the data active means activation above about 7.5%;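 further: 0% = vehicle and 100% = reference activator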
* marks the source's active call; other numbers are inactive results.

CCN(CC)C(=O)CSc1nsc(SCC(=O)N(CC)CC)c1C#N was read as FAS TE block -8, CSN inh 2, eLon inh -4, Neddylation inh inactive, MLLE-PAM2 inh -7, MsrA inhibitor 0.1, Rin1 Abl inh 0, TbMetRS inhib -0.5 and MsrA act -7.
For Cn1c(-c2ccc(Cl)cc2)ccc(C#N)c1=O the results were FAS TE block 9, CSN inh 2, eLon inh -3, Neddylation inh inactive, MLLE-PAM2 inh -6, MsrA inhibitor 0.7, Rin1 Abl inh 1, TbMetRS inhib -0.2 and MsrA act 2.
Screening COc1ccc(-n2c(CN3CCN(Cc4ccccc4)CC3)nc3ccc([N+](=O)[O-])cc3c2=O)c(OC)c1 returned FAS TE block 16, CSN inh 5, eLon inh 6, Neddylation inh inactive, MLLE-PAM2 inh -14, MsrA inhibitor 1.7, Rin1 Abl inh -3, TbMetRS inhib -0.7 and MsrA act -8.
`COc1cccc(OC)c1CNC(=O)CCSCc1ccccc1F` gave FAS TE block 1, CSN inh 3, eLon inh -3, Neddylation inh inactive, MLLE-PAM2 inh -1, MsrA inhibitor -0.3, Rin1 Abl inh 3, TbMetRS inhib -0.8 and MsrA act -3.
O=C(Nc1ccc(OC(F)(F)F)cc1)c1ccc(-n2cncn2)nc1 was read as FAS TE block -3, CSN inh 3, eLon inh 2, Neddylation inh inactive, MLLE-PAM2 inh -2, MsrA inhibitor 1.1, Rin1 Abl inh -1, TbMetRS inhib -0.6 and MsrA act -2.
Screening Nc1nonc1C(=O)N/N=C/c1ccc(-c2ccc(Cl)c(C(=O)O)c2)o1 returned FAS TE block -3, CSN inh -2, eLon inh -6, Neddylation inh inactive, MLLE-PAM2 inh 3, MsrA inhibitor 4.4, Rin1 Abl inh 4, TbMetRS inhib 0.1 and MsrA act -6.
For COc1ccccc1NC(=O)COc1ccc(Br)cc1CO the results were FAS TE block 1, CSN inh 2, eLon inh -6, Neddylation inh inactive, MLLE-PAM2 inh 1, MsrA inhibitor -0.6, Rin1 Abl inh 5, TbMetRS inhib 0.0 and MsrA act -1.
Screening CCCCn1c(N)c(N(CCC(C)C)C(=O)c2ccccc2C)c(=O)[nH]c1=O returned FAS TE block -10, CSN inh 4, eLon inh 0, Neddylation inh inactive, MLLE-PAM2 inh 4, MsrA inhibitor 1.0, Rin1 Abl inh 3, TbMetRS inhib -0.4 and MsrA act -3.
O=C(Nc1ccc2oc(-c3cccnc3)nc2c1)c1cccnc1 was read as FAS TE block -8, CSN inh 1, eLon inh -4, Neddylation inh inactive, MLLE-PAM2 inh -4, MsrA inhibitor 0.6, Rin1 Abl inh 1, TbMetRS inhib -0.2 and MsrA act -2.
Screening CC(C)NC(=S)N1CCn2c(nc3ccccc32)C1 returned FAS TE block -8, CSN inh 3, eLon inh -14, Neddylation inh inactive, MLLE-PAM2 inh -146, MsrA inhibitor -0.9, Rin1 Abl inh 2, TbMetRS inhib 0.2 and MsrA act -2.
For O=C1OCCN/C1=C\C(=O)c1ccc(Cl)cc1 the results were FAS TE block -6, CSN inh 3, eLon inh 3, Neddylation inh inactive, MLLE-PAM2 inh 3, MsrA inhibitor -0.1, Rin1 Abl inh -1, TbMetRS inhib 0.1 and MsrA act -4.
CCOc1ccc(-n2c(=S)sc3c(=O)[nH]c(SCC(=O)NCc4ccco4)nc32)cc1 was read as FAS TE block 1, CSN inh 3, eLon inh -4, Neddylation inh inactive, MLLE-PAM2 inh -1, MsrA inhibitor 2.0, Rin1 Abl inh 1, TbMetRS inhib 1.6 and MsrA act 0.
For Cc1onc(-c2c(Cl)cccc2Cl)c1C(N)=S the results were FAS TE block 2, CSN inh -9, eLon inh -1, Neddylation inh inactive, MLLE-PAM2 inh 19, MsrA inhibitor -0.4, Rin1 Abl inh -1, TbMetRS inhib 0.4 and MsrA act -2.
For CC(C)N(C)c1ncnc2c1ncn2[C@H]1CN(C2CCCC2)C[C@@H](CO)O1 the results were FAS TE block -10, CSN inh -1, eLon inh -1, Neddylation inh inactive, MLLE-PAM2 inh 0, MsrA inhibitor 0.3, Rin1 Abl inh -2, TbMetRS inhib -0.4 and MsrA act -3.
Screening N/C(=N\OC(=O)C(c1ccccc1)c1ccccc1)c1ccncc1 returned FAS TE block 4, CSN inh -2, eLon inh 0, Neddylation inh inactive, MLLE-PAM2 inh 11, MsrA inhibitor -0.2, Rin1 Abl inh 1, TbMetRS inhib -0.6 and MsrA act -3.
For COc1cc(/C=C/c2nc3ccccc3c(=O)[nH]2)cc(Cl)c1O the results were FAS TE block -2, CSN inh 21, eLon inh -130, Neddylation inh inactive, MLLE-PAM2 inh -109, MsrA inhibitor 0.0, Rin1 Abl inh 1, TbMetRS inhib 0.6 and MsrA act -1.
`O=Cc1c(NCc2ccc(F)cc2)c2ccccc2[nH]c1=O` gave FAS TE block 2, CSN inh 6, eLon inh -6, Neddylation inh inactive, MLLE-PAM2 inh 12, MsrA inhibitor -0.4, Rin1 Abl inh -3, TbMetRS inhib -2.3 and MsrA act -3.
Screening O=C(NCc1ccccn1)Nc1ccc(Cl)cc1 returned FAS TE block -1, CSN inh 2, eLon inh 2, Neddylation inh inactive, MLLE-PAM2 inh 1, MsrA inhibitor 0.4, Rin1 Abl inh -3, TbMetRS inhib 1.4 and MsrA act -1.
CCN1C(=O)N(C)C2(c3ccccc3)N(C)C(=O)N(C)C12c1ccccc1 (stereo not drawn) was read as FAS TE block -7, CSN inh 2, eLon inh 1, Neddylation inh inactive, MLLE-PAM2 inh -23, MsrA inhibitor -0.1, Rin1 Abl inh 0, TbMetRS inhib -1.2 and MsrA act -5.
Cc1ccc(CNC(=O)C2CC(c3ccccc3C(F)(F)F)=NO2)o1 (stereo not drawn) was read as FAS TE block -5, CSN inh -1, eLon inh -1, Neddylation inh inactive, MLLE-PAM2 inh 3, MsrA inhibitor 0.1, Rin1 Abl inh 2, TbMetRS inhib -0.2 and MsrA act -2.
For O=C(NCc1ccc(Cl)cc1)c1cc(=O)nc2sc(-c3ccccc3)nn12 the results were FAS TE block 8, CSN inh 4, eLon inh -4, Neddylation inh inactive, MLLE-PAM2 inh 8, MsrA inhibitor 0.8, Rin1 Abl inh 2, TbMetRS inhib -1.3 and MsrA act -10.
Screening C/C(=N\Nc1ccc([N+](=O)[O-])cc1[N+](=O)[O-])c1cccnc1 returned FAS TE block 3, CSN inh 3, eLon inh 8, Neddylation inh inactive, MLLE-PAM2 inh 14, MsrA inhibitor 13*, Rin1 Abl inh -4, TbMetRS inhib -0.1 and MsrA act -1.
`COc1ccccc1OCCNC(=O)CNC(=O)c1ccc(Cl)c(Cl)c1` gave FAS TE block 6, CSN inh 4, eLon inh -9, Neddylation inh inactive, MLLE-PAM2 inh 7, MsrA inhibitor -0.9, Rin1 Abl inh 1, TbMetRS inhib -0.4 and MsrA act -3.
CCCCCn1c(=S)[nH]c2ncccc2c1=O was read as FAS TE block -8, CSN inh -4, eLon inh -7, Neddylation inh inactive, MLLE-PAM2 inh -95, MsrA inhibitor 2.5, Rin1 Abl inh 0, TbMetRS inhib -1.1 and MsrA act -10.
`Cc1ccccc1OCC(=O)OCC(=O)NCc1ccc2c(c1)OCO2` gave FAS TE block -4, CSN inh -1, eLon inh -16, Neddylation inh inactive, MLLE-PAM2 inh 26, MsrA inhibitor -0.6, Rin1 Abl inh 2, TbMetRS inhib -0.1 and MsrA act -1.
CCOC(=O)[C@H]1[C@H]2COc3ccc(OC)cc3[C@@H]2N2C(=O)c3cc(F)c(F)cc3NC(=O)[C@@]12C was read as FAS TE block -2, CSN inh 4, eLon inh 0, Neddylation inh inactive, MLLE-PAM2 inh 5, MsrA inhibitor 0.2, Rin1 Abl inh 2, TbMetRS inhib -0.3 and MsrA act -3.
Screening COc1ccc(C(=O)Nc2nc3c(s2)CCCC3)cc1S(=O)(=O)N1CCCc2ccccc21 returned FAS TE block 63*, CSN inh -4, eLon inh 2, Neddylation inh inactive, MLLE-PAM2 inh 9, MsrA inhibitor 1.2, Rin1 Abl inh 1, TbMetRS inhib 0.2 and MsrA act -5.
`Cc1ccc(OCC(=O)Nc2cc(C(=O)O)cc(C(=O)O)c2)cc1C` gave FAS TE block -6, CSN inh -19, eLon inh -2, Neddylation inh inactive, MLLE-PAM2 inh 28, MsrA inhibitor -0.9, Rin1 Abl inh 6, TbMetRS inhib -0.6 and MsrA act -1.
Cc1c(C(=O)C(=O)N2CC=C(c3ccccc3)CC2)c2ccccc2n1C was read as FAS TE block 22, CSN inh -10, eLon inh -3, Neddylation inh inactive, MLLE-PAM2 inh -3, MsrA inhibitor 0.2, Rin1 Abl inh -3, TbMetRS inhib -0.7 and MsrA act -4.
O=C(O)C(Cc1cn[nH]n1)=NO was read as FAS TE block -5, CSN inh -1, eLon inh 0, Neddylation inh inactive, MLLE-PAM2 inh 11, Rin1 Abl inh 3, TbMetRS inhib 0.3 and MsrA act 1.
`CCC(=O)c1ccc(OCC(=O)OCC(=O)NCC2CCCCC2)cc1` gave FAS TE block -8, CSN inh 3, eLon inh -3, Neddylation inh inactive, MLLE-PAM2 inh -18, MsrA inhibitor 1.1, Rin1 Abl inh -5, TbMetRS inhib -0.3 and MsrA act 2.
`COc1ccccc1C(=O)NCCC(=O)N1CCN(S(=O)(=O)c2cccc(Cl)c2)CC1` gave FAS TE block 0, CSN inh 2, eLon inh -1, Neddylation inh inactive, MLLE-PAM2 inh 6, MsrA inhibitor -0.5, Rin1 Abl inh 2, TbMetRS inhib -0.4 and MsrA act -3.
For O=C(Nc1c(C(=O)N2CCOCC2)cnn1-c1ccccc1)c1ccc(F)cc1 the results were FAS TE block -4, CSN inh 2, eLon inh -15, Neddylation inh inactive, MLLE-PAM2 inh 10, MsrA inhibitor -0.2, Rin1 Abl inh 3, TbMetRS inhib -0.5 and MsrA act -6.
For COc1ccc(C2CCCN2C(=S)Nc2ccc(C)c(C)c2)cc1OC (stereo not drawn) the results were FAS TE block 7, CSN inh -2, eLon inh -6, Neddylation inh inactive, MLLE-PAM2 inh -137, MsrA inhibitor -0.7, Rin1 Abl inh -1, TbMetRS inhib 0.3 and MsrA act -1.
C=CCOc1ccc(/C(O)=C2/C(=O)C(=O)N(CCN3CCOCC3)C2c2ccc(C)cc2)cc1 (stereo not drawn) was read as FAS TE block -4, CSN inh -4, eLon inh -5, Neddylation inh inactive, MLLE-PAM2 inh -8, MsrA inhibitor 2.9, Rin1 Abl inh 1, TbMetRS inhib -0.5 and MsrA act -3.
`COc1ccc2cc(C(=O)NCC(=O)O)sc(=O)c2c1OC` gave FAS TE block -7, CSN inh 4, eLon inh 11, Neddylation inh inactive, MLLE-PAM2 inh 8, MsrA inhibitor 2.2, Rin1 Abl inh 0, TbMetRS inhib -0.1 and MsrA act -2.
Screening CN1CCN(C(CNS(=O)(=O)c2ccc(Cl)cc2)c2cccnc2)CC1 (stereo not drawn) returned FAS TE block -3, CSN inh 1, eLon inh -8, Neddylation inh inactive, MLLE-PAM2 inh -4, MsrA inhibitor -0.9, Rin1 Abl inh 8, TbMetRS inhib -2.8 and MsrA act -14.

Taken from above (two entries):
Screening C/C(=N\Nc1ccc([N+](=O)[O-])cc1[N+](=O)[O-])c1cccnc1 returned FAS TE block 3, CSN inh 3, eLon inh 8, Neddylation inh inactive, MLLE-PAM2 inh 14, MsrA inhibitor 13*, Rin1 Abl inh -4, TbMetRS inhib -0.1 and MsrA act -1.
`COc1ccccc1OCCNC(=O)CNC(=O)c1ccc(Cl)c(Cl)c1` gave FAS TE block 6, CSN inh 4, eLon inh -9, Neddylation inh inactive, MLLE-PAM2 inh 7, MsrA inhibitor -0.9, Rin1 Abl inh 1, TbMetRS inhib -0.4 and MsrA act -3.

Compound activity as filed in PubChem.
